Screening data from PubChem.
PG9 Ab binder: small molecules binding HIV-1 gp120 antibody PG9; TR-FRET gp120-PG9 antibody binding; inhibition, % at 6.7 µM; 0.43% of 360,000 active; AID 624416; in the data active = inhibition above about 8.5%
PLCb3 inh: blocks human PLC-beta3 enzyme activity | inhibition, % at 12.2 µM | Purified PLC-beta3, fluorogenic substrate, fluorescence | AID 720704 | 0.18% of 370,000 active | Q01970; in the data active = inhibition above about 11%;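 note: 0% = median of compound wells on plate and 100% = full blocker control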
Target sequence (Q01970 whole entry, looked up): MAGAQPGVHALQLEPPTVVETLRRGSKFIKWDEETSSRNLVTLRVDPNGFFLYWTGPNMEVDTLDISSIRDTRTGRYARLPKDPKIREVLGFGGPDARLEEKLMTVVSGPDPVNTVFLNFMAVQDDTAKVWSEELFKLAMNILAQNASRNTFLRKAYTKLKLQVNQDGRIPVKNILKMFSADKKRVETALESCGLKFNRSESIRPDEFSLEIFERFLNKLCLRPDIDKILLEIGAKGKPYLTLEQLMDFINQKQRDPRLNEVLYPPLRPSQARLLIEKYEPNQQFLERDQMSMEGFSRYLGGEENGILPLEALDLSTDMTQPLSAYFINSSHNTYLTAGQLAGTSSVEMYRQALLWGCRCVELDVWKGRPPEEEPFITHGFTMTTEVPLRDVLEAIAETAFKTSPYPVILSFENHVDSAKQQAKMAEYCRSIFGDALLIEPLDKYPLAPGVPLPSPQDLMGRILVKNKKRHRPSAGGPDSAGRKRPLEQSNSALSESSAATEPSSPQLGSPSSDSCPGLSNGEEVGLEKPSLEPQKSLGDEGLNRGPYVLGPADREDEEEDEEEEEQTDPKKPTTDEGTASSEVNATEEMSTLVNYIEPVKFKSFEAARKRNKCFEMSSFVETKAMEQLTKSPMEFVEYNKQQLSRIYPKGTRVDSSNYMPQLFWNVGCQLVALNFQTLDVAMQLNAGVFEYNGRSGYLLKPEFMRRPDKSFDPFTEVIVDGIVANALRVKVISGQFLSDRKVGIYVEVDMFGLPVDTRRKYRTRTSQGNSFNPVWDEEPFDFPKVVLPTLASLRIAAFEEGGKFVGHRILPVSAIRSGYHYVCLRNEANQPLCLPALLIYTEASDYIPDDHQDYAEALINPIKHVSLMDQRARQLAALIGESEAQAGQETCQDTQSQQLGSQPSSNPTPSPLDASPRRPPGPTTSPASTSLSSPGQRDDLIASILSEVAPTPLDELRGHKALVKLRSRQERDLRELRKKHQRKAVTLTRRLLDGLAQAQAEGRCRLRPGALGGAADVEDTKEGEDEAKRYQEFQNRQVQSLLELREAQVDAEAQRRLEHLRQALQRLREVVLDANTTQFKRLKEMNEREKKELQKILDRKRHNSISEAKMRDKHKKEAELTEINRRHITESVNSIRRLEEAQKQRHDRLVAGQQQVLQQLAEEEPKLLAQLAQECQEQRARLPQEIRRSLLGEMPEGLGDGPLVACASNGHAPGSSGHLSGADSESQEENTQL
ssDAF12 agonist: S. stercoralis DAF-12 activation, primary screen. HEK293 ssDAF-12/GRIP1 lit1-tk-luc reporter, luminescence; % of 3 µM dafachronic acid response. activation, % at 6.8 µM. 1% of 370,000 active. AID 652126;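 active = activation above the mean over all tested compounds plus 3 SD, cut at about 0.9% in these data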;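 note: 0% = DMSO-only wells and 100% = 3 µM delta7-dafachronic acid wells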
GAA850 FXN act: frataxin GAA850 promoter activation. HEK293 lucGAA850 FXN promoter luciferase reporter, 24 h; percent of 10 µM SAHA response. activation, % at 6 µM. 0.56% of 360,000 active;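 active = activation above the average of all compounds screened plus 3 SD, cutoff fixed separately per campaign, cut at about 7.5% in these data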;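 note: 0% = DMSO wells and 100% = 10 µM SAHA wells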
DAX1 inh-1: NR0B1 (DAX1) inhibition; 0.99% of 340,000 active; inhibition, % at 6.75 µM; AID 504766; HEK293 Gal4-DAX1 luciferase reporter, luminescence;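 active = inhibition above the mean over all tested compounds plus 3 SD, cut at about 4.2% in these data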;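 note: 0% = DAX1-transfected cells with DMSO and 100% = empty-vector control cells with DMSO; inhibition shows as a rise in luminescence from relieved DAX1 repression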
HGIII-sPLA2 inh: Inhibits HGIII-sPLA2 liposome hydrolysis, primary screen | Q9NZ20 | QFRET BODIPY PC-A2 liposome hydrolysis, fluorescence | inhibition, % at 12.2 µM | 0.56% of 370,000 active;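 active = inhibition above mean plus 3 SD of compounds lying within the high and low control bounds, cut at about 19% in these data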;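 note: 0% = median of test compound wells and 100% = no enzyme DMSO wells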
hcDAF12 agonist: activators of H. contortus DAF-12 nuclear receptor. AID 652067. activation, % at 6.8 µM. HEK293 hcDAF-12 lit1-tk-luc reporter, luminescence; 0% DMSO, 100% Δ7-dafachronic acid. 1.4% of 370,000 active;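 active = activation above the mean of all tested compounds plus 3 SD, cut at about 5.5% in these data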;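 note: 100% = response to 3 µM Δ7-dafachronic acid high control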
Rev-erbA mod: modulators of human Rev-erb alpha DNA binding; P20393; Rev-erbα–FITC-DNA binding, fluorescence polarization, 90 min; activity, % at 10 µM; 0.79% of 370,000 active;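 active = activity above about 14%, limit read from the data; passing the limit was not always enough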;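 note: 0% = DMSO wells with 35 nM protein and 100% = DMSO wells with 750 nM protein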
hgDAF12 agonist: activates the H. glycines DAF-12 receptor ligand-binding domain. HEK293 GAL4-hgDAF12 UAS-luciferase reporter, agonist luminescence; normalized to butyrate control. activation, % at 6.8 µM. 1.8% of 370,000 active. AID 687014;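 active = activation above a cutoff set at the mean of all screened compounds plus 3 SD, cut at about 10% in these data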;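 note: 0% = DMSO wells and 100% = sodium butyrate wells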
SMARCA2 activ: SMARCA2 function activation, primary screen. MG213 cells, MMTV-luciferase reporter, dexamethasone, overnight. 1% of 370,000 active. activation, % at 9.1 µM; in the data active = activation above about 7.8%;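 note: 0% = vehicle wells and 100% = reference activator wells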
DAX1 inh-2: blocks DAX1 repression of SF-1 activated StAR promoter. HEK293T StAR-luciferase reporter, SF-1/DAX-1 repression relief. inhibition, % at 6.8 µM. 1.1% of 370,000 active. AID 652010;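 active = inhibition above the mean over all tested compounds plus 3 SD, cut at about 3.6% in these data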;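 note: 0% = DAX-1 cells with DMSO and 100% = cells lacking DAX-1 with DMSO; higher inhibition means more luminescence from relief of DAX-1 repression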
* marks the source's active call; other numbers are inactive results.

Results for CCOc1ccc(/C=N/n2c(C3CCCCC3)n[nH]c2=S)cc1 ?
PG9 Ab binder: -1.8; PLCb3 inh: 0; ssDAF12 agonist: -1.1; GAA850 FXN act: 2.1; DAX1 inh-1: 0.4; HGIII-sPLA2 inh: 6; hcDAF12 agonist: 1.6; Rev-erbA mod: -1; hgDAF12 agonist: -2.6; SMARCA2 activ: -1; DAX1 inh-2: -0.6

Results for Cc1ccnc(SCC(=O)N2CCN(c3ccccc3)CC2)n1 ?
PG9 Ab binder: -2.1; PLCb3 inh: -4; ssDAF12 agonist: -0.9; GAA850 FXN act: -0.5; DAX1 inh-1: 1.6; HGIII-sPLA2 inh: -2; hcDAF12 agonist: 0.6; Rev-erbA mod: -9; hgDAF12 agonist: 1.5; SMARCA2 activ: 1; DAX1 inh-2: -0.2

What do the screens show for `Cc1nn(C)c2ncc(C(N)=O)c(Oc3ccc(Cl)cc3)c12`?
PG9 Ab binder: 1.0; PLCb3 inh: -4; ssDAF12 agonist: -0.7; GAA850 FXN act: 0.5; HGIII-sPLA2 inh: 1; hcDAF12 agonist: -0.4; Rev-erbA mod: 1; hgDAF12 agonist: -0.9; SMARCA2 activ: -1; DAX1 inh-2: -0.3

Results for O=C(C1CC1)N1CCN(c2ccc(F)cc2)CC1 ?
PG9 Ab binder: 1.0; PLCb3 inh: -3; ssDAF12 agonist: -1.1; GAA850 FXN act: 0.1; DAX1 inh-1: 1.5; HGIII-sPLA2 inh: 7; hcDAF12 agonist: 0.4; Rev-erbA mod: 4; hgDAF12 agonist: -0.2; SMARCA2 activ: 0; DAX1 inh-2: -0.3

How did CC(=O)c1ccc(Nc2c3c(nc4ccccc24)CCCC3)cc1 do in these assays?
PG9 Ab binder: -2.7; PLCb3 inh: -43; ssDAF12 agonist: -1.8; GAA850 FXN act: -1.2; DAX1 inh-1: -0.6; HGIII-sPLA2 inh: -2; hcDAF12 agonist: -1.6; Rev-erbA mod: 9; hgDAF12 agonist: -3.0; SMARCA2 activ: 3; DAX1 inh-2: -0.6

Results for NC(=O)c1nn(-c2ccc(Cl)cc2Cl)c(=O)cc1O ?
PG9 Ab binder: -2.1; PLCb3 inh: -3; ssDAF12 agonist: -1.2; GAA850 FXN act: 1.3; DAX1 inh-1: -0.1; HGIII-sPLA2 inh: -1; hcDAF12 agonist: -1.1; Rev-erbA mod: 1; hgDAF12 agonist: -1.1; SMARCA2 activ: -1; DAX1 inh-2: -0.5

How did COC(=O)[C@]12C[C@H](CC(=O)N3CCCC3)C(=O)N(CCC3=CCCCC3)C1=C[C@H](C1CCCC1)O[C@@H]2C do in these assays?
PLCb3 inh: 1; ssDAF12 agonist: -1.7; HGIII-sPLA2 inh: 9; hcDAF12 agonist: -3.5; Rev-erbA mod: -3; hgDAF12 agonist: 0.7; SMARCA2 activ: 1; DAX1 inh-2: -1.1

Results for CC(=O)Nc1ccc(-c2ccnc3c2CC(C(=O)Nc2ccc4c(c2)OCO4)O3)cc1 (stereo unspecified) ?
PG9 Ab binder: 0.0; PLCb3 inh: -2; ssDAF12 agonist: -1.4; GAA850 FXN act: -3.5; HGIII-sPLA2 inh: 2; hcDAF12 agonist: -2.4; Rev-erbA mod: -7; hgDAF12 agonist: 0.8; SMARCA2 activ: -3; DAX1 inh-2: -3.4

Results for S=C(Nc1ccccn1)Nc1ccccc1Cl ?
PG9 Ab binder: 1.9; PLCb3 inh: -8; ssDAF12 agonist: -0.8; GAA850 FXN act: 2.7; DAX1 inh-1: 1.8; HGIII-sPLA2 inh: 11; hcDAF12 agonist: 1.4; Rev-erbA mod: 7; hgDAF12 agonist: 6.1; SMARCA2 activ: -1; DAX1 inh-2: 0.3

What do the screens show for `COc1ccccc1-n1c(-c2cn(C)nc2C)n[nH]c1=S`?
PG9 Ab binder: 0.7; PLCb3 inh: 0; ssDAF12 agonist: -0.8; GAA850 FXN act: 0.9; DAX1 inh-1: 0.2; HGIII-sPLA2 inh: 13; hcDAF12 agonist: 0.8; Rev-erbA mod: -1; hgDAF12 agonist: -0.5; SMARCA2 activ: -6; DAX1 inh-2: -0.1

How did CN1CCCN(S(=O)(=O)c2cccc(C(F)(F)F)c2)c2nc3ccccc3nc21 do in these assays?
PG9 Ab binder: 1.0; PLCb3 inh: -54; ssDAF12 agonist: -0.4; GAA850 FXN act: 1.7; DAX1 inh-1: -0.9; HGIII-sPLA2 inh: -1; hcDAF12 agonist: 0.6; Rev-erbA mod: 2; hgDAF12 agonist: 0.7; SMARCA2 activ: -2; DAX1 inh-2: -2.5

Results for O=C(NCc1cccnc1)C1CCCN(S(=O)(=O)c2cccc3nsnc23)C1 (stereo unspecified) ?
PG9 Ab binder: 2.1; PLCb3 inh: -1; ssDAF12 agonist: -1.5; GAA850 FXN act: -3.5; DAX1 inh-1: 0.0; HGIII-sPLA2 inh: 3; hcDAF12 agonist: -0.9; Rev-erbA mod: -2; hgDAF12 agonist: -1.8; SMARCA2 activ: -1; DAX1 inh-2: -0.2

Results for COCCCNC(=S)N1CCC(C(=O)c2ccc3c(c2)OCCO3)CC1 ?
PG9 Ab binder: -0.7; PLCb3 inh: -3; ssDAF12 agonist: -1.3; GAA850 FXN act: 6.5; DAX1 inh-1: -2.3; HGIII-sPLA2 inh: 3; hcDAF12 agonist: -1.0; Rev-erbA mod: 1; hgDAF12 agonist: -3.3; SMARCA2 activ: -4; DAX1 inh-2: -0.9

How did O=C(COC(=O)C1CCN(S(=O)(=O)c2cccs2)CC1)Nc1ccc(F)cc1F do in these assays?
PG9 Ab binder: -1.0; PLCb3 inh: -7; ssDAF12 agonist: -0.6; GAA850 FXN act: 0.2; DAX1 inh-1: 1.0; HGIII-sPLA2 inh: -4; hcDAF12 agonist: -0.8; Rev-erbA mod: 2; hgDAF12 agonist: 1.6; SMARCA2 activ: 1; DAX1 inh-2: 0.1

What do the screens show for `CN(CC(=O)Nc1ccc(N2CCOCC2)cc1)C(=O)CCNC(=O)c1ccc(Br)cc1`?
PG9 Ab binder: -2.7; PLCb3 inh: -4; ssDAF12 agonist: -0.9; GAA850 FXN act: 1.1; DAX1 inh-1: -0.1; HGIII-sPLA2 inh: -5; hcDAF12 agonist: -0.5; Rev-erbA mod: -2; hgDAF12 agonist: 0.1; SMARCA2 activ: -1; DAX1 inh-2: -0.5

Results for CCOC(=O)C1=C(C)N=C2SC(CC)C(=O)N2C1c1cccc(F)c1 (stereo unspecified) ?
PG9 Ab binder: 0.5; PLCb3 inh: 0; ssDAF12 agonist: -1.3; GAA850 FXN act: 1.9; DAX1 inh-1: -0.7; HGIII-sPLA2 inh: -29; hcDAF12 agonist: -1.7; Rev-erbA mod: 3; hgDAF12 agonist: -0.1; SMARCA2 activ: -1; DAX1 inh-2: 0.0

What do the screens show for `O=C(OCc1ccccc1)C1CCCN1C(=O)c1ccccc1[N+](=O)[O-]` (stereo unspecified)?
PG9 Ab binder: -0.7; PLCb3 inh: 3; ssDAF12 agonist: -2.1; GAA850 FXN act: -0.5; DAX1 inh-1: 0.4; HGIII-sPLA2 inh: -2; hcDAF12 agonist: -0.9; Rev-erbA mod: -2; hgDAF12 agonist: -1.4; SMARCA2 activ: -2; DAX1 inh-2: -0.2

How did CCc1c(C)nc2ncnn2c1Nc1ccc(C#N)c(Cl)c1 do in these assays?
PG9 Ab binder: -2.0; PLCb3 inh: -17; ssDAF12 agonist: -1.4; GAA850 FXN act: -1.3; DAX1 inh-1: 0.1; HGIII-sPLA2 inh: -4; hcDAF12 agonist: -0.8; Rev-erbA mod: 5; hgDAF12 agonist: -0.4; SMARCA2 activ: -1; DAX1 inh-2: 0.0

How did CN(C)CCNC(=O)c1cccc(-c2cnc3c(NC=O)cc(-c4ccc(F)cc4)cn23)c1 do in these assays?
PG9 Ab binder: -0.9; PLCb3 inh: -49; ssDAF12 agonist: -1.3; GAA850 FXN act: 0.0; HGIII-sPLA2 inh: -14; hcDAF12 agonist: 2.0; Rev-erbA mod: 0; hgDAF12 agonist: -0.4; SMARCA2 activ: 5; DAX1 inh-2: 0.3

What do the screens show for `CCNS(=O)(=O)c1ccc(CCC(=O)NCc2cccnc2)cc1`?
PG9 Ab binder: -0.1; PLCb3 inh: -6; ssDAF12 agonist: -0.6; GAA850 FXN act: 1.2; DAX1 inh-1: -1.8; HGIII-sPLA2 inh: 1; hcDAF12 agonist: 0.4; Rev-erbA mod: -9; hgDAF12 agonist: -1.0; SMARCA2 activ: -2; DAX1 inh-2: 0.8

What do the screens show for `COc1ccc2[nH]c3nc(SCC(=O)Nc4ccc5c(c4)OCO5)nnc3c2c1`?
PG9 Ab binder: 0.9; PLCb3 inh: 5; ssDAF12 agonist: -1.0; GAA850 FXN act: -2.9; DAX1 inh-1: -0.5; HGIII-sPLA2 inh: -2; hcDAF12 agonist: -1.8; Rev-erbA mod: -9; hgDAF12 agonist: 3.4; SMARCA2 activ: 0; DAX1 inh-2: 0.1

What do the screens show for `CC(=O)c1c(C)[nH]c(C(=O)Nc2cccc(S(=O)(=O)N3CCCCC3)c2)c1C`?
PG9 Ab binder: -2.6; PLCb3 inh: -7; ssDAF12 agonist: -0.9; GAA850 FXN act: 0.6; DAX1 inh-1: 0.6; HGIII-sPLA2 inh: -46; hcDAF12 agonist: -1.6; Rev-erbA mod: 4; hgDAF12 agonist: -4.2; SMARCA2 activ: -4; DAX1 inh-2: -1.5

Results for O=C(Nc1ccc(Cl)cc1C(=O)N1CCOCC1)c1cccc([N+](=O)[O-])c1 ?
PG9 Ab binder: -0.2; PLCb3 inh: 1; ssDAF12 agonist: -1.2; HGIII-sPLA2 inh: -4; hcDAF12 agonist: 0.5; Rev-erbA mod: -1; hgDAF12 agonist: -2.8; SMARCA2 activ: -2; DAX1 inh-2: -0.1

What do the screens show for `COc1cc(C2=NOC(C(=O)Nc3cccnc3)C2)cc(OC)c1OC` (stereo unspecified)?
PG9 Ab binder: 1.6; PLCb3 inh: -2; ssDAF12 agonist: -1.2; GAA850 FXN act: 2.1; DAX1 inh-1: 1.6; HGIII-sPLA2 inh: 4; hcDAF12 agonist: -0.5; Rev-erbA mod: -3; hgDAF12 agonist: 0.7; SMARCA2 activ: -4; DAX1 inh-2: 0.4

What do the screens show for `O=C(Cn1ccc(=O)[nH]c1=O)NCCO`?
PG9 Ab binder: -0.7; PLCb3 inh: -3; ssDAF12 agonist: -1.6; GAA850 FXN act: -0.8; DAX1 inh-1: -0.4; HGIII-sPLA2 inh: -4; hcDAF12 agonist: -0.8; Rev-erbA mod: 2; hgDAF12 agonist: 4.7; SMARCA2 activ: 0; DAX1 inh-2: 0.0

How did CC(=O)Nc1cccc(OCCCNC(=O)c2ccc(F)cc2)c1 do in these assays?
PG9 Ab binder: 0.5; PLCb3 inh: -11; ssDAF12 agonist: -0.4; GAA850 FXN act: 0.3; DAX1 inh-1: 2.4; HGIII-sPLA2 inh: 4; hcDAF12 agonist: 0.8; Rev-erbA mod: 1; hgDAF12 agonist: -0.1; SMARCA2 activ: -3; DAX1 inh-2: 0.6

What do the screens show for `Cc1ccc(-c2nnc(COc3cccc(-n4cnnn4)c3)o2)cc1`?
PG9 Ab binder: 0.9; PLCb3 inh: -3; ssDAF12 agonist: -1.5; GAA850 FXN act: 1.0; DAX1 inh-1: -1.2; HGIII-sPLA2 inh: 6; hcDAF12 agonist: -1.6; Rev-erbA mod: -2; hgDAF12 agonist: 1.8; SMARCA2 activ: -2; DAX1 inh-2: 0.1

Compounds as they come, and some 7% of all compounds hit somewhere here.
